Arr AP2 block = inhibitors of human beta-arrestin and AP2 interaction | inhibition, % at 10 µM | FITC-arrestin peptide / GST-AP2 beads, flow cytometry; AP2 beta2 appendage carries R879A mutation | 340,000 compounds, 0.31% hits;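 active = inhibition above a set limit, near 3 SD of compounds lacking own fluorescence, cut at about 54% in these data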;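 also: plate controls were DMSO wells for no effect and 5 µM unlabelled arrestin peptide for full effect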
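System: GST-AP2 R879A glutathione beads | Also added: FITC-arrestin peptide, 50 nM | Times: 12 min plus 1 h, RT | Signal: Bead flow cytometry, FITC channel | Buffer or medium: PBS with 0.05% Tween 20 and 0.1% BSA | Read-out basis: Percent drop in bead-associated FITC signal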
HTR5A ag ctr = counter-screen for OPRM1-OPRD1 agonists: human HTR5A agonism | P47898 | HTR5A agonist assay, luminescence, cell-based | activation, % at 9.3 µM | 340,000 compounds, 0.61% hits | AID 504692; in the data active = activation mostly above about 9.5%, no sharp cut-off; inactive = mostly below about 7.6%;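 also: 0% = cells with vehicle only and 100% = reference agonist; strong numbers were not always called active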
V-ATPase pH = yeast V-ATPase proton transport regulation by pHLuorin; S. cerevisiae, pHLuorin cytosolic pH fluorescence; response, % at 10 µM; 350,000 compounds, 0.37% hits; AID 504577; in the data active = response mostly above about 7.3%, no sharp cut-off; inactive = mostly below about 5.4%; also: actives read high; inactives centre near 0; some compounds called inactive have numbers as strong as hits; reference of the scale not given here
OPRM1-OPRD1 ag = agonists of human mu-delta opioid receptor heterodimerization; cells, OPRM1-OPRD1 heterodimerization, luminescence; activation, % at 9.3 µM; AID 504326; 340,000 compounds, 0.3% hits; P35372+P41143; in the data active = activation above about 18%;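 also: 0% = vehicle-treated cells and 100% = reference agonist; values of inactives mirror those of a sister screen read the other way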
Target sequence (P35372 whole entry, looked up): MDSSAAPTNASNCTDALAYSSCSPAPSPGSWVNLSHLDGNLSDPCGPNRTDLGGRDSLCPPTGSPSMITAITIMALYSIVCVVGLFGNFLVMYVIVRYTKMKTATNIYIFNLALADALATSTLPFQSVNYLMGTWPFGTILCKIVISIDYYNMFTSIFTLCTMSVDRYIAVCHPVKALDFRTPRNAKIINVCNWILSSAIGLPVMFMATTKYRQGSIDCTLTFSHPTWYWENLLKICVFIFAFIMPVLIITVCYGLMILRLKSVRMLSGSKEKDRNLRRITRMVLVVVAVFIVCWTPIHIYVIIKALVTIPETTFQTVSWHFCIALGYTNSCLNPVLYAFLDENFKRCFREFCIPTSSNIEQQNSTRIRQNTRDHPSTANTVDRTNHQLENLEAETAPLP
Target sequence (P41143 whole entry, looked up): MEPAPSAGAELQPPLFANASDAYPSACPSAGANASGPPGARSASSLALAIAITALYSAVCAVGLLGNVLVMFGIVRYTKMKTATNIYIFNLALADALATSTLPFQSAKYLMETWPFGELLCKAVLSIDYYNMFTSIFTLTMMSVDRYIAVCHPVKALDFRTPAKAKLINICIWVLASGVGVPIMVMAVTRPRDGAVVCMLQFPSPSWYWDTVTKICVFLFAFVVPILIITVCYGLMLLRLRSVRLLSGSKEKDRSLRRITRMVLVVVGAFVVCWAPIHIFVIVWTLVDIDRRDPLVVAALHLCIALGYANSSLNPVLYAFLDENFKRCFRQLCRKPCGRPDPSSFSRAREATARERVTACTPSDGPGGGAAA
Pemphigus Ab inh = human desmoglein-3 autoantibody binding inhibition; P32926; DSG3-coupled beads, scFv-anti-DSG3-GFP binding, flow cytometry; stronger effect = lower value; binding (percent of control), % at 10 µM; 310,000 compounds, 0.48% hits;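 active = binding more than 3 SD below its plate's average and above zero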;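 also: hits lower antibody fragment binding to DSG3; some compounds called inactive have numbers as strong as hits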
PKA-R2B act = PKA-R2B complex activation; P22694+P31323; PKA-R2B holoenzyme dissociation, Cy5-IP20 fluorescence polarization; R2B truncated from residue 108, S112A mutant; 0% DMSO only, 100% 113 µM cGMP; activation, % at 11.4 µM; 340,000 compounds, 0.079% hits; AID 504700;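 active = activation above a cutoff set at the mean over all compounds plus 3 SD, cut at about 18% in these data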;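 also: higher means more holoenzyme dissociation and a rise in polarization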
MOR-DOR inv ag = inverse agonist of human OPRM1-OPRD1 heterodimerization | P35372+P41143 | cell-based MOR-DOR heterodimer luminescence, inverse agonism | inhibition, % at 9.3 µM | 340,000 compounds, 0.21% hits | AID 504357; in the data active = inhibition above about 22%, passing the limit was not always enough;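 also: 0% = cells with DMSO and 100% = wells without cells with DMSO; values of inactives mirror those of a sister screen read the other way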
DAGLB inhibitor = blocks human DAGLB lipase activity; Q8NCG7; HEK293T DAGLB membrane lysate, EnzChek fluorogenic substrate; inhibition, % at 5.17 µM; 340,000 compounds, 0.059% hits; AID 504411; in the data active = inhibition above about 34%;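 also: 0% = enzyme with vehicle and 100% = wells lacking enzyme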
PKA-R1A activ = activators of PKA-R1A complex | PKA-R1A dissociation, Cy5-IP20 fluorescence polarization; scaled: DMSO 0%, 113 µM cGMP 100% | activation, % at 11.4 µM | 340,000 compounds, 0.083% hits;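 active = percent activation above the mean of all tested compounds plus 3 SD, cut at about 19% in these data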;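 also: higher means more PKAc released from R1A so a rise in polarization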
HTR5A inv ctr = inverse agonist of human HTR5A in OPRM1-OPRD1 counter-screen; P47898; HTR5A cell line, luminescence, inverse agonism; inhibition, % at 9.3 µM; 340,000 compounds, 0.083% hits; AID 504634; in the data active = inhibition mostly above about 23%, no sharp cut-off; inactive = mostly below about 18%;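 also: 0% = cells with DMSO and 100% = no-cell wells with DMSO; some compounds called inactive have numbers as strong as hits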
An asterisk follows results filed as active; . = no result given. Rows are unselected (roughly 2.4% active in at least one column).

SMILES	Arr AP2 block	HTR5A ag ctr	V-ATPase pH	OPRM1-OPRD1 ag	Pemphigus Ab inh	PKA-R2B act	MOR-DOR inv ag	DAGLB inhibitor	PKA-R1A activ	HTR5A inv ctr
C=CCn1c(SCC(=O)Nc2cc3oc4ccccc4c3cc2OC)nnc1-c1cnccn1	-8.8	0.1	-0.3	2.0	.	-8.2	-10.3	0.6	5.4	-0.2
Cc1ccc(CN2C3=NCCN3c3ccccc32)cc1	3.6	-3.0	0.5	-3.4	.	-8.4	15.4	2.3	-2.3	7.5
COc1ccc2nc(SCC(=O)N(C)C3CCCCC3)c(C#N)cc2c1	10.6	2.2	9.0	1.2	.	-1.8	-7.3	-6.8	-11.2	-5.8
Cc1cc2ccccc2cc1C(=O)c1ccccc1	9.2	1.1	-7.7	4.3	122.7	-2.9	-22.5	-6.7	-5.5	-4.3
Cc1cc(=O)[nH]c(Nc2ccc(N(C)C)cc2)n1	9.2	4.9	6.9	0.7	120.3	-11.4	-3.6	-3.5	-9.4	-16.9
COc1ccc(CCCNC(=O)CC#N)cc1OC	5.5	3.7	1.2	-5.1	98.6	-16.0	21.7	0.1	-7.0	10.4
O=C(CCN1C(=O)/C(=C/c2ccccc2Cl)SC1=S)NNC(=O)c1cccnc1	0.2	0.0	2.0	0.2	106.2	-7.6	-1.0	2.9	-2.3	-6.2
O=C(Nc1cccc(S(=O)(=O)Nc2ccc(Cl)cc2)c1)c1ccc2c(c1)OCCO2	.	8.8	1.5	4.3	108.9	-3.6	-19.9	1.4	-8.1	-32.4
O=C1c2ccccc2C(O)N1Cc1cccs1 (stereo unspecified)	28.7	-0.6	-4.9	-1.5	96.9	5.9	7.6	0.7	5.0	1.5
Cc1cccc(OCCN2C(=O)C(=O)c3cccc(C)c32)c1	12.7	-7.1	-3.9	-2.8	89.8	-1.3	18.7	0.4	-4.5	18.1
Nc1nc(N2CCCCC2)c(C=O)c(N2CCCCC2)n1	-7.5	-0.6	-0.9	-1.0	114.9	-6.3	4.9	-0.5	-1.2	-14.3
CCOC(=O)C1CCCN(Cc2nc(Cc3ccccc3Cl)no2)C1 (stereo unspecified)	46.3	-2.2	0.6	-2.6	100.4	-0.4	13.1	-4.8	-5.6	5.4
CCOC(=O)N1CCC(NC(=O)C(NS(=O)(=O)c2ccc3c(c2)CCN3C(C)=O)C(C)C)CC1 (stereo unspecified)	-7.0	-1.1	-0.7	1.1	104.0	-7.9	-6.4	-1.6	-3.6	10.3
O=C(NNS(=O)(=O)c1ccc(F)cc1)c1ccc(S(=O)(=O)N2CCCCC2)cc1	2.4	-1.7	3.7	-3.3	84.0	8.2	16.9	2.3	5.9	14.7
OCC1(Cc2ccccc2)CCCN(Cc2ccc(-c3ccco3)cc2)C1 (stereo unspecified)	2.8	0.7	-1.1	1.9	117.7	1.0	-9.4	-4.5	-9.8	-1.8

Brought forward from above: 3 compounds, followed by the next part.
SMILES	Arr AP2 block	HTR5A ag ctr	V-ATPase pH	OPRM1-OPRD1 ag	Pemphigus Ab inh	PKA-R2B act	MOR-DOR inv ag	DAGLB inhibitor	PKA-R1A activ	HTR5A inv ctr
CCOC(=O)N1CCC(NC(=O)C(NS(=O)(=O)c2ccc3c(c2)CCN3C(C)=O)C(C)C)CC1 (stereo unspecified)	-7.0	-1.1	-0.7	1.1	104.0	-7.9	-6.4	-1.6	-3.6	10.3
O=C(NNS(=O)(=O)c1ccc(F)cc1)c1ccc(S(=O)(=O)N2CCCCC2)cc1	2.4	-1.7	3.7	-3.3	84.0	8.2	16.9	2.3	5.9	14.7
OCC1(Cc2ccccc2)CCCN(Cc2ccc(-c3ccco3)cc2)C1 (stereo unspecified)	2.8	0.7	-1.1	1.9	117.7	1.0	-9.4	-4.5	-9.8	-1.8
Cc1ccc(Cn2ccc(NC(=O)c3nc4ncccn4n3)n2)cc1	1.9	9.3	-2.0	-2.7	95.8	4.0	13.2	-1.6	2.8	-22.5
N#Cc1c(/N=C/c2cccs2)sc2c1CCCCC2	-3.1	0.5	2.5	0.1	90.2	-14.7	-0.3	-1.2	-10.5	-2.3
CC(C)N(Cc1nc(-c2ccc3c(c2)OCO3)no1)CC1CCC(=O)N1 (stereo unspecified)	-8.9	-1.2	0.7	-2.3	106.4	-6.9	11.5	-0.1	-5.2	3.5
COc1ccc(S(=O)(=O)Nc2cccc(N(C)S(C)(=O)=O)c2)cc1C	4.5	-0.9	0.3	-1.9	100.3	2.1	11.3	-2.0	3.0	2.5
CCOc1ccc(/C=N/NC(=O)c2cc3c(OC)cc(OC)c(OC)c3[nH]2)cc1	-7.0	1.8	-5.6	0.8	97.4	-6.4	-3.4	-7.2	2.6	-6.6
COC(=O)c1ccccc1NC(=S)NC(=O)c1ccc2ccccc2c1	0.1	-1.5	0.2	-2.7	106.4	0.6	14.2	-10.0	-2.8	-17.2
COC(=O)[C@@H]1C2CCC(C(=O)Nc3ccccc3)(CC2)[C@@H]1C(=O)OC	-4.0	-0.5	0.0	-2.4	106.5	8.1	9.9	-1.3	2.9	10.2
CC(C)C[C@@H](CN)NC(=O)c1nc[nH]c1C(=O)N[C@@H](Cc1ccccc1)C(=O)CNC[C@H](C)NC(=O)c1nc[nH]c1C(=O)N[C@@H](CC(=O)O)C(=O)O	13.6	-2.0	1.6	-0.9	108.9	9.9	4.3	-2.5	3.8	7.1
CCOC(=O)c1c(C)[nH]c(-c2csc(N)n2)c1C	-1.3	-4.3	-1.4	-2.0	95.8	-10.2	10.4	2.2	8.5	12.3
O=C(NC1(C(F)(F)F)NC(=O)N(Cc2cccnc2)C1=O)c1ccncc1 (stereo unspecified)	-3.6	2.3	1.3	-1.5	101.7	-7.3	8.6	-2.3	10.4	-6.0
COc1ccc(S(=O)(=O)N2CCC(C(=O)NCCC(=O)NCc3ccccc3OC)CC2)cc1	-16.9	-0.9	0.9	-2.1	129.2	10.8	10.4	-1.6	6.5	3.5
CCOC(=O)C1CCN(Cc2nc3ccccc3c(=O)n2-c2ccc(OCC)cc2)CC1	12.6	0.6	-1.4	2.4	103.0	5.7	-13.3	-2.6	6.9	-12.2
O=C1[C@H]2[C@@H](c3ccccc3)N[C@]3(CCCN(Cc4ccc(C(F)(F)F)cc4)C3=O)[C@H]2C(=O)N1Cc1ccccc1	.	.	0.3	.	104.5	0.2	.	-3.1	-1.4	.
COc1cc(S(=O)(=O)N2CCOCC2)c(OC)c(S(=O)(=O)N2CCOCC2)c1	24.4	0.4	0.6	-4.0	120.8	-2.3	18.4	0.0	3.7	-7.7
O=C(/C=C/c1ccccc1F)c1cccc([N+](=O)[O-])c1	-0.6	-3.5	0.6	2.3	88.7	-4.6	-14.6	3.9	2.4	2.8
CCC(C)NC(=O)c1c(F)c(F)c(F)c(F)c1F (stereo unspecified)	-0.3	0.3	-6.3	-2.4	.	11.7	10.2	-2.2	-3.9	13.4
O=C(OCc1ccc(COC(=O)c2cccnc2Cl)cc1)c1cccnc1Cl	-10.1	4.0	1.1	-1.5	100.8	-12.2	7.5	-3.0	5.0	-11.2
COCCNC(=O)/C(C#N)=C/c1c(N2CCCCCC2)nc2c(C)cccn2c1=O	-9.5	-2.3	0.4	-3.7	96.7	-3.9	16.7	-1.6	-7.0	8.7
CCCCn1c(N)c(N(CCC(C)C)C(=O)CSc2nc3ccccc3n2C)c(=O)[nH]c1=O	7.8	15.6	1.4	-0.1	114.3	-2.4	0.6	-0.7	2.5	-43.4
O=C(NNC(=S)NC(=O)c1cccs1)c1cccnc1	-5.0	-5.7	1.1	-4.9	94.5	-2.8	25.6	-3.0	-6.4	13.9
CC1=C(C(=O)N2CCOCC2)CC(CC(=O)NCCN2CCOCC2)C(=O)N1Cc1ccc(F)cc1 (stereo unspecified)	.	.	1.5	.	106.7	-0.8	.	1.3	2.2	.
CCC(Oc1ccccc1)C(=O)Nc1nnc(C)s1 (stereo unspecified)	28.0	-0.9	3.5	-0.8	116.4	2.6	4.2	4.7	-11.5	-8.4
Cc1ccc(C(=O)N/C(=C\c2ccc(Cl)cc2)C(=O)NCCN2CCOCC2)cc1	6.0	-1.1	-1.9	-0.2	116.4	4.7	1.6	1.2	4.1	3.2
CCOc1cc(C2C3=C(CCCC3=O)NC3=C2C(=O)CCC3)ccc1OCCO	4.4	-2.3	1.3	1.7	.	-10.6	-7.1	-3.0	-12.8	5.9
COc1ccc(N(CC(=O)N2CCN(C)CC2)S(=O)(=O)c2ccccc2)cc1OC	3.9	-4.2	-0.8	-0.4	.	-6.6	2.1	1.3	10.6	10.9
Cc1ccc(NCC(=O)c2ccc(C)cc2)cc1	17.4	-1.0	-0.3	-2.7	96.9	5.2	12.3	-6.0	-0.4	3.6
O=C(N[C@@H](Cc1ccccc1)C(=O)OCC(=O)N1CCOCC1)c1cccs1	34.9	3.0	-0.8	-2.2	102.2	-10.3	10.8	1.7	1.1	-8.8
COc1ccc(CN(C(=O)CCC(=O)N2CCCCC2)c2nccs2)cc1OC	25.7	3.1	-0.6	-2.6	99.2	0.8	13.4	-2.8	2.7	-7.9
CCOC(=O)c1cc(CC)sc1NC(=O)c1cc(OCC)c(OCC)c(OCC)c1	20.2	0.5	-8.1	-2.5	102.0	-14.9	14.4	-6.9	-10.1	-16.1
O=C(CCNS(=O)(=O)c1cccc(Cl)c1)OCC(=O)N1CCN(C(=O)c2ccco2)CC1	22.4	-5.7	-1.8	2.2	110.8	-4.7	-8.9	-3.6	-5.1	13.9
Cc1ccc(S(=O)(=O)N(C)C)cc1NC(=O)CCNC(=O)c1ccccc1Cl	10.5	0.4	-0.6	0.7	94.3	4.5	-3.7	2.1	-11.7	-1.0
CCOc1cc(C2CC(=O)Nc3cc(C)c(C)cc32)ccc1O (stereo unspecified)	12.7	3.5	2.0	-1.8	110.5	3.0	8.1	-5.4	5.0	5.0
COC(=O)C1=CO[C@@H](O[C@@H]2O[C@H](CO)[C@@H](O)[C@H](O)[C@H]2O)C2C(CO)=CCC12 (stereo partly specified)	-8.0	0.6	5.3	-0.9	94.2	2.8	5.5	0.2	-14.3	-1.8
CCN(CC)S(=O)(=O)c1ccc2[nH]cc(C(=O)NCCc3ccccc3)c(=O)c2c1	5.4	4.6	-2.2	-0.9	102.4	-9.5	4.8	1.2	-2.8	-16.8
Cc1ccc(S(=O)(=O)N2C[C@@H]3[C@H]4CC[C@H](C4)[C@@H]3[C@@H](C)[C@H]2c2ccn(Cc3ccccc3)c2)cc1	8.0	-0.4	-0.3	-4.2	105.0	0.7	20.4	-13.9	-5.0	1.6
CS(=O)(=O)Cc1nc2ccccc2oc1=O	14.9	6.8	-1.5	-2.6	.	4.3	11.0	-1.1	4.0	-17.0
O=C(c1c(F)cccc1F)N(Cc1cccs1)C1CCCC1	30.8	4.7	-0.3	-2.3	101.0	-2.5	11.5	-1.7	-17.9	-4.0

High-throughput results: PubChem BioAssay, several laboratories
